# High-throughput results from PubChem BioAssay.
# PhoP GFP inhibition – PhoP regulon inhibitors, Salmonella typhi PhoP promoter GFP reporter, confirmatory (AID 1850). one-dose inhibition, % at 50 µM; IC50 in µM for titrated hits. Salmonella Typhi PhoP-promoter GFP reporter, fluorescence, 4 h; higher % means a stronger effect. 310,000 compounds, 0.33% hits; in the data active = a potency from the dose series; inconclusive = inhibition mostly from about 25% at the one dose, without a potency; inactive = the rest, 99 in 100 with inhibition below about 19%;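 also: 0% = induced wells with vehicle and 100% = uninduced wells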
# VEEV TC-83 Vero – inhibitors of VEEV TC-83 cytopathic effect, confirmation, Vero cells (AID 588727); Vero cells, VEEV TC-83 cytopathic effect inhibition; higher % means a stronger effect; inhibition, % at 20 µM, or IC50 in µM where a hit was titrated; 350,000 compounds, 0.13% hits; in the data active = a potency from the dose series; inconclusive = inhibition mostly from about 14% at the one dose, without a potency; inactive = the rest, 99 in 100 with inhibition below about 12%; also: strong numbers were not always called active
# H1N1 NS1A inhibition – H1N1 influenza NS1A inhibitors, functional cell based assay (AID 504329); NS1A functional cell-based assay, percent inhibition; higher % means a stronger effect; inhibition, % at 12.5 µM; hits with a dose series show IC50 in µM; 340,000 compounds, 0.3% hits; in the data active = a potency from the dose series; inconclusive = inhibition above about 27% without an active follow-up result; also: strong numbers were not always called active
# tuberculosis growth – growth inhibition of non-replicating M. tuberculosis (AID 488890); Mycobacterium tuberculosis non-replicating, growth inhibition; higher % means a stronger effect; inhibition, % at 25 µM; hits with a dose series show IC50 in µM; 320,000 compounds, 0.39% hits; in the data active = a potency from the dose series; inconclusive = inhibition mostly from about 82% at the one dose, without a potency; inactive = the rest, 99 in 100 with inhibition below about 76%;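 also: plate controls were DMSO cells for no effect and high antibiotic wells for full effect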
# M. tuberculosis HTS – M. tuberculosis growth inhibition, HTS (AID 449762); M. tuberculosis H37Rv growth inhibition, 7H9 media; higher % means a stronger effect; one-dose inhibition, % at 25 µM; IC50 in µM for titrated hits; 330,000 compounds, 0.59% hits; in the data active = a potency from the dose series; inconclusive = inhibition above about 70% without an active follow-up result;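 also: bacterial growth assessed after seven days of incubation; strong numbers were not always called active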
# VEEV TC-83 Vero 10K pilot screen – also measured in VEEV TC-83 Vero; calls as there; inhibition, %; measured here: 10K pilot screen inhibition
# An asterisk follows results filed as active; i = inactive; ? = inconclusive; / = not tested or not shown.
SMILES,PhoP GFP inhibition,VEEV TC-83 Vero,H1N1 NS1A inhibition,tuberculosis growth,M. tuberculosis HTS,others
Cc1cc(NC(=O)c2cccs2)ncc1NC(=O)c1cccc(F)c1,1.8%,0.8%,5.8%,?,2.1%,
CCOC(=O)c1ccc(NC(=O)C2(c3ccccc3)CCCC2)cc1,12.0%,i,-0.4%,51.8%,-0.7%,
COc1ccc(C(=O)Nc2nnc(Cc3ccccc3)s2)c(OC)c1,0.7%,2.0%,-2.9%,-6.4%,3.9%,
Cc1ccc(CN(C(=O)c2ccco2)C(C(=O)NC2CCCC2)c2ccc(N3CCOCC3)cc2)cc1 (stereo unspecified),-3.1%,10.0%,4.5%,34.2%,1.2%,
COc1ccc(C(=S)Nc2ccccc2)cc1,7.4%,i,-2.4%,18.7%,-8.0%,VEEV TC-83 Vero 10K pilot screen=1.5
COc1cc(/C=C/C(=O)OCC(=O)c2c(N)n(C)c(=O)n(C)c2=O)ccc1OC(F)F,-6.3%,0.9%,2.6%,-25.0%,-2.5%,
COc1ccc(S(=O)(=O)N(C)CC(=O)NCc2ccccn2)cc1,3.2%,1.4%,7.0%,0.6%,4.5%,
Cc1ccc(N/C=C/C(=O)C(C)(C)C)c(O)c1,-4.0%,i,28.8%,/,4.2%,
CCNc1ccc(C2(O)C(=O)c3ccccc3C2=O)cc1,-8.3%,0.3%,2.3%,-9.4%,1.9%,
O=C(c1cccnc1)N1C2C=CC(C2)C1(C(F)(F)F)C(F)(F)F (stereo unspecified),-3.6%,1.0%,4.4%,-11.6%,-1.1%,
COCCNC(=O)CCCn1c(=O)c2cc(OC)c(OC)cc2n(CC(=O)c2cccc(OC)c2)c1=O,-7.4%,0.9%,-2.5%,-14.2%,-8.0%,
CC(=O)COc1ncn(-c2ccccc2)n1,-3.6%,i,-15.3%,19.7%,-0.9%,
Cc1ccc(-n2c(C)cc(C)c(C#N)c2=O)cc1Cl,-3.7%,1.5%,3.5%,-11.4%,-6.5%,
Cc1cc(=O)[nH]c(-n2nc(C)cc2C)n1,75.5µM*,5.3%,-3.4%,4.88µM*,?,
C=CCc1ccccc1OCC(O)CN1CCN(c2ccccc2F)CC1 (stereo unspecified),-4.3%,1.9%,-6.0%,59.3%,11.2%,
Nc1c(-c2ccccc2)nc(Cl)nc1-c1ccccc1,4.3%,4.7%,-1.1%,-5.4%,15.6%,
Cc1ccc(CN2CC(C(=O)NC(c3nc4ccccc4[nH]3)C(C)C)CC2=O)cc1 (stereo unspecified),/,1.1%,-16.1%,21.3%,-1.7%,
Fc1cccc(-c2oncc2-c2nnnn2-c2ccc(Cl)cc2)c1,-10.7%,3.5%,12.9%,1.4%,-10.3%,
Cc1ccc(CNC(=O)N[C@@H](Cc2ccccc2)C(=O)O)cc1,-3.7%,i,-0.8%,0.1%,-3.7%,
CCc1cc2c3c(c(=O)oc2cc1OCC(=O)OC)CCCC3,-3.9%,0.3%,-1.2%,?,65.8%,
CCOC(=O)Cc1csc(NC(=O)Cc2ccc(Br)cc2)n1,12.0%,0.3%,2.9%,31.5%,20.9%,
COC(=O)c1cn(C)c2ccc(S(=O)(=O)N3CCCC3)cc2c1=O,-6.0%,1.1%,-7.9%,/,/,
O=S(=O)(c1cccs1)N1CCN(CCOc2ccc(Cl)cc2)CC1,/,i,-7.0%,70.6%,21.1%,
C/C(=N\Nc1cc(Cl)nc(C)n1)c1ccccc1,-10.8%,0.2%,-8.8%,0.9%,5.3%,
Cn1c(CC(=O)Nc2ccc(F)cc2)nnc1SCC(=O)Nc1nncs1,8.4%,4.2%,8.4%,-4.2%,3.1%,
COc1cc(CNCCCN2CCOCC2)c(Br)cc1OCC(=O)Nc1ccccc1C,25.5%,1.4%,4.2%,4.6%,3.1%,
CCOc1c(Cl)cc(C(=O)Nc2cccc(C(=O)O)c2)cc1Cl,4.2%,2.5%,-4.5%,2.3%,1.8%,
CC(C)COc1ccc(C(=O)OCC(=O)NCCC2=CCCCC2)cc1,1.5%,1.3%,1.4%,61.0%,47.1%,
Cc1ccc(NC(=O)C2CCN(S(=O)(=O)c3ccc4c(c3)NC(=O)C(C)S4)CC2)cc1Cl (stereo unspecified),-9.0%,2.8%,2.9%,59.1%,?,
C=CCN1C[C@@H](C)N(C(c2ccc(C(=O)N(CC)CC)cc2)c2cccc(OC)c2)C[C@@H]1C (stereo partly specified),-16.8%,i,5.2%,15.3%,-4.5%,
N#CC(CC(=O)c1ccc(Cl)cc1)c1ccccc1 (stereo unspecified),/,6.1%,-7.8%,/,/,
COc1ccc(OCCNS(=O)(=O)c2cccc([N+](=O)[O-])c2)cc1,-1.1%,0.7%,-2.9%,13.5%,-2.1%,
COc1ccc(Cl)c(S(=O)(=O)N2CCCC2)c1,-0.4%,0.5%,-7.7%,-13.6%,-0.6%,
Cc1nn(-c2ccccc2)c2nc(N)c(C#N)c(-c3ccc(O)c(O)c3)c12,-8.4%,10.3%,20.7%,-4.4%,5.1%,
CCOCCc1c(O)nc(SC)[nH]c1=O,-10.1%,0.5%,-8.2%,-16.9%,-0.6%,
COc1ccc(C(=O)Nc2cc3c(cc2C#N)OCO3)cc1S(=O)(=O)N1CCN(C)CC1,-7.0%,i,-7.3%,5.0%,-5.7%,
COc1ccc(C(=O)NC2CCCCCC2)cc1S(=O)(=O)Nc1ccc(Br)cc1,18.6%,i,-25.3%,-2.6%,0.0%,
COc1cccc(CN(Cc2cccnc2)S(=O)(=O)c2ccc(-n3cnnn3)c(C)c2)c1OC,-14.3%,i,-1.7%,24.6%,-2.7%,
Cc1c([N+](=O)[O-])c([N+](=O)[O-])nn1CC(=O)N1CCCCC1,3.5%,0.8%,4.8%,-2.5%,-0.8%,
CC(C)[C@H](NC(=O)c1ccccc1F)C(=O)OCC(=O)NC(=O)NC1CCCCC1,/,4.8%,-12.0%,8.1%,-0.2%,
COc1ccc(OC)c(NC(=O)c2ccccc2SC)c1,1.4%,1.1%,-14.0%,-1.2%,29.6%,
CC(=O)NCCc1ccc(S(=O)(=O)Nc2ccc(NC(=O)c3ccc(F)cc3)cc2)cc1,-12.3%,1.2%,4.3%,0.1%,-4.0%,
Cc1cc(C(=O)NCCCn2ccnc2)sc1-c1ccccc1,2.3%,i,9.7%,44.4%,2.8%,
CC(C)[C@H](NC(=O)c1ccccc1)C(=O)OCC(=O)N1CCCc2ccccc21,-5.5%,i,4.6%,-8.7%,-10.5%,
COc1ccc(OC)c(N/C=C/C(=O)c2ccc(OC)c(OC)c2)c1,-5.4%,i,4.6%,-18.6%,3.6%,
O=C(O)CC/C(=N\NC(=O)c1ccc(F)cc1)c1ccc(Br)cc1,-6.0%,3.7%,4.0%,18.0%,-2.7%,
COc1ccc(S(=O)(=O)N2CCOC23CCN(S(=O)(=O)c2ccccc2)CC3)cc1,8.9%,6.4%,-8.0%,6.2%,-4.3%,
NC(=O)C1CCN(C(=O)c2cc(S(=O)(=O)N3CCOCC3)c(Cl)cc2Cl)CC1,3.2%,0.6%,-7.0%,-7.3%,-3.0%,
CC1=CC(=C(C#N)C#N)C=C(C)N1Cc1ccccc1,4.8%,0.9%,-1.2%,5.2%,-10.8%,
CCn1c(=O)c(C(=O)Nc2ccccc2)c(O)c2ccccc21,-4.7%,2.3%,-15.3%,/,2.5%,
COc1cccc(-c2n[nH]c(=S)n2Cc2ccco2)c1,-8.3%,2.3%,2.0%,-12.5%,8.6%,
CC(=O)C1CCC2C3CC=C4N(C)C(=O)CCC4(C)C3CCC12C (stereo unspecified),/,i,2.0%,/,/,
Cc1ccccc1NC(=O)Cc1nc(COC(=O)COc2ccccc2C(C)C)cs1,/,2.9%,-6.3%,74.2%,-0.8%,
CC(C)(C)c1cc(NC(=O)Nc2ccc(Br)cc2Cl)no1,-21.5%,3.1%,-1.6%,21.5%,13.5%,
Cc1ccc(C(=O)Nc2ncccc2S(=O)(=O)c2ccccc2)cc1,10.1%,i,19.4%,-7.3%,-2.5%,
Clc1ccc(CSc2nncn2-c2ccc3c(c2)OCCO3)cc1,7.5%,6.0%,0.8%,9.8%,5.1%,
c1ccc2c(OCCCCN3CCCC3)cccc2c1,-0.2%,6.7%,-1.3%,20.6%,-5.3%,
Cc1cn(C(C)C)c(=O)n(-c2ccccc2)c1=O,/,0.8%,-17.2%,/,/,
CCOC(=O)c1c(C)[nH]c(C)c1C=O,-5.9%,i,5.6%,3.7%,11.1%,
Cn1c(SCC(=O)N2CCOCC2)nc2c(c1=O)SCC2,-9.4%,1.8%,19.6%,-3.4%,-0.6%,

# Ordered by formula weight (high to low): part of the list above
SMILES,PhoP GFP inhibition,VEEV TC-83 Vero,H1N1 NS1A inhibition,tuberculosis growth,M. tuberculosis HTS,others
COc1ccc(S(=O)(=O)N2CCOC23CCN(S(=O)(=O)c2ccccc2)CC3)cc1,8.9%,6.4%,-8.0%,6.2%,-4.3%,
O=C(O)CC/C(=N\NC(=O)c1ccc(F)cc1)c1ccc(Br)cc1,-6.0%,3.7%,4.0%,18.0%,-2.7%,
Cc1ccc(C(=O)Nc2ncccc2S(=O)(=O)c2ccccc2)cc1,10.1%,i,19.4%,-7.3%,-2.5%,
c1ccc2c(OCCCCN3CCCC3)cccc2c1,-0.2%,6.7%,-1.3%,20.6%,-5.3%,
Cc1cn(C(C)C)c(=O)n(-c2ccccc2)c1=O,/,0.8%,-17.2%,/,/,

# The listing picks up, starting two compounds before the break.
SMILES,PhoP GFP inhibition,VEEV TC-83 Vero,H1N1 NS1A inhibition,tuberculosis growth,M. tuberculosis HTS,others
CCOC(=O)c1c(C)[nH]c(C)c1C=O,-5.9%,i,5.6%,3.7%,11.1%,
Cn1c(SCC(=O)N2CCOCC2)nc2c(c1=O)SCC2,-9.4%,1.8%,19.6%,-3.4%,-0.6%,
Cc1ccc(S(=O)(=O)N2CCC(=O)N(C(COC(=O)Nc3ccccc3)Cc3ccccc3)CC2)cc1 (stereo unspecified),-5.7%,i,8.1%,40.9%,2.6%,VEEV TC-83 Vero 10K pilot screen=1.7
Cc1cc(N2CCOCC2)nc(SCc2c(Cl)cccc2Cl)n1,-1.8%,4.0%,-9.0%,-9.8%,8.2%,
Nc1c(S(=O)(=O)c2ccccc2)nnn1-c1ccccc1,-7.6%,i,-10.2%,2.1%,-20.6%,
Cc1ccc(-c2nc(NC(=O)c3cc(C(C)(C)C)nn3C)sc2C)cc1Cl,-1.0%,5.2%,-3.8%,71.7%,?,
COc1ccc(/C=C(/NC(=O)c2ccc(OC)cc2)C(=O)NCCc2c[nH]c3ccccc23)cc1,-4.8%,i,16.4%,42.4%,0.4%,
CCN1CCN(c2ccc(NC(=O)c3ccc(Cl)c(N4CCCC4=O)c3)cc2)CC1,3.7%,0.6%,9.2%,0.5%,3.5%,
O=C(C1CCN(Cc2ccc(F)cc2)CC1)N(CCc1ccccc1)Cc1ccccc1,-5.3%,i,3.5%,52.7%,7.5%,
COC(=O)c1ccc(NC(=O)CCN2C(=O)C3C4CCC(C4)C3C2=O)cc1 (stereo unspecified),-1.9%,1.4%,0.1%,-4.2%,-2.0%,
CC1(C)C2CCC1(CS(=O)(=O)N1CCCc3ccccc31)C(=O)C2 (stereo unspecified),-3.0%,4.5%,-3.7%,12.3%,-3.2%,
CS(=O)(=O)N(CC(=O)N1CCCC1)c1cc(C(F)(F)F)ccc1Cl,11.5%,1.4%,-5.4%,-11.5%,-2.4%,
COC(=O)c1nn(-c2ccccc2)c(Sc2ccc(C)cc2)c1/C=N/O,/,0.5%,-16.9%,/,/,
CCOc1ncccc1C(=O)OCC(=O)N(CC(C)C)c1c(N)n(Cc2ccccc2)c(=O)[nH]c1=O,1.9%,4.2%,-3.4%,-1.1%,-5.8%,
COC(=O)c1sccc1NC(=O)c1ccc(OC)c([N+](=O)[O-])c1,7.2%,1.3%,3.1%,-9.3%,-5.9%,
Nc1nnnn1CC(=O)N/N=C/c1cc([N+](=O)[O-])ccc1Cl,3.8%,0.4%,-6.5%,-10.2%,-4.1%,
O=C(Nc1n[nH]c(C2CCCCC2)n1)C1CCCCC1,-5.0%,1.3%,-7.8%,-7.3%,-5.8%,
Cc1ccc2nc(-c3ccncc3)c(NC3CCCCC3)n2c1,8.4%,7.9%,-5.2%,22.8%,9.3%,
C[C@H]1CN([C@@H](C)CO)C(=O)c2cc(NS(=O)(=O)c3ccc(Cl)cc3)ccc2O[C@@H]1CN(C)CC1CCCCC1,/,1.3%,-7.6%,38.3%,7.2%,
O=C1C(=O)N(CCN2CCOCC2)C(c2ccc(Cl)c(Cl)c2)/C1=C(/O)c1ccc2c(c1)OCO2 (stereo unspecified),-13.5%,2.6%,31.3%,29.4%,-8.1%,
